ER stress rescue: rescue of cells from ER stress-induced death, primary screen, 384-well, CSM14.1, thapsigargin, ATP luminescence (AID 1222); one-dose cellular ATP content (survival), % at 20 µM; EC50 in µM for titrated hits; 190,000 tested, under 10 active; CSM14.1 thapsigargin-induced death rescue, ATP luminescence; higher % means a stronger effect;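 active means EC50 below 50 µM in the dose-response confirmation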;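 further: death triggered by thapsigargin at about 15 µM added after 2 h compound pretreatment; cell ATP read after overnight thapsigargin exposure of roughly 18 to 22 hours; normalized against plate controls of thapsigargin alone and 5% DMSO vehicle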
PhoP inhibition: inhibitors of PhoP regulon expression, primary screen, Salmonella Typhimurium, GFP reporter (AID 1863); S. Typhimurium PhoP-regulated promoter GFP reporter, 4 h; higher % means a stronger effect; one-dose inhibition, % at 50 µM; IC50 in µM for titrated hits; hit rate 0.16% among 300,000;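 active means inhibition over 29.93%, a cutoff 3 SD above the screen mean, later confirmed by dose response; inconclusive means inhibition over 29.93% but no dose response follow-up; inactive means inhibition at most 29.93% or unconfirmed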;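 further: 0% = low Mg2+ inducing control and 100% = high Mg2+ repressing control; strong numbers were not always called active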
M1AAP inhibition: malaria alanyl aminopeptidase activity blockers – biochemical, fluorogenic H-Leu-NHMec substrate, 1536-well (AID 1445); recombinant M1AAP, H-Leu-NHMec fluorogenic kinetic assay; higher % means a stronger effect; one-dose inhibition, % at 30 µM; IC50 in µM for titrated hits; hit rate 0.42% among 220,000;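 active means primary inhibition above the hit cutoff, then over 50% inhibition at one or more dose response concentrations, cut at about 23% in these data, passing the limit was not always enough; inconclusive means conflicting primary data, or primary hits not chosen for dose response; inactive means low primary inhibition, or under 50% at every dose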;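 further: plate controls were DMSO full reaction for no effect and no enzyme background for full effect; strong numbers were not always called active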
Siah-1 displacement: blockers of Siah-1 interaction with plectin peptide – biochemical, fluorescence polarization, rhodamine-plectin, uHTS, primary screen (AID 1817); Siah-1 / rhodamine-plectin peptide fluorescence polarization; higher % means a stronger effect; one-dose displacement, % at 20 µM; IC50 in µM for titrated hits; hit rate 0.02% among 290,000;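 active means displacement of at least 50% at 20 µM, with a fluorescence ratio check between 0.3 and a set limit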;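 further: plate controls were Siah plus tracer with DMSO for no effect and tracer alone without Siah for full effect; strong numbers were not always called active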
XIAP antagonists: XIAP antagonists, biochemical, IAP family, fluorescence polarization (AID 1018). XIAP BIR domain, fluorescence polarization peptide displacement; higher % means a stronger effect. hit rate 0.007% among 200,000. displacement, % at 20 µM; hits with a dose series show IC50 in µM; in the data active means displacement above about 50%; further: a part of the inactive calls stands beside numbers as strong as those of hits
P. falciparum M17LAP: P. falciparum M17LAP inhibitors, primary screen, biochemical, fluorogenic H-Leu-NHMec substrate, 1536-well (AID 1619). hit rate 0.38% among 220,000. recombinant M17LAP, H-Leu-NHMec fluorogenic kinetic assay; higher % means a stronger effect. inhibition, % at 30 µM, or IC50 in µM where a hit was titrated;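 active means compound inhibiting the enzyme by more than half at any dose during confirmatory dose-response retesting; inconclusive means strong single-dose inhibitors picked by rank but not retested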;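 further: plate controls were full reaction with DMSO carrier for no effect and no enzyme background for full effect; strong numbers were not always called active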
Yfh1-depleted yeast: mitochondrial function rescue without frataxin homolog – Friedreich's ataxia, plus single-dose screen, dose response (AID 1465); fold induction at 50 µM, or EC50 in µM where a hit was titrated; hit rate 0.074% among 220,000; S. cerevisiae Yfh1-off respiration, WST-1 reduction, 72 h; higher fold induction means a stronger effect;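 active means fold induction of absorbance versus untreated yeast above a set limit, then at least 30% activation at any dose in follow-up; inconclusive means repeats straddling the limit, or above it without dose testing; inactive means fold induction below the set limit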;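 further: activators that raise dye reduction in frataxin-depleted yeast; strong numbers were not always called active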
human PMI inhibitors: human PMI inhibitors, high substrate, primary screen, biochemical, fluorescence intensity, high mannose 6-phosphate (AID 1220). recombinant PMI enzyme, coupled fluorescence intensity; higher % means a stronger effect. one-dose inhibition, % at 20 µM; IC50 in µM for titrated hits. hit rate 0.66% among 190,000; in the data active means inhibition above about 50%
West Nile antiviral: inhibition of WNV-induced cytopathic effect – cell-based, CPE readout (AID 1621) | West Nile virus-infected cells, CPE inhibition; higher % means a stronger effect | one-dose CPE inhibition, % at 10 µM; IC50 in µM for titrated hits | hit rate 0.02% among 290,000; in the data active means a potency from the dose series; inconclusive means CPE inhibition mostly from about 3.7% at the one dose, without a potency; inactive means the rest, 99 in 100 with CPE inhibition below about 2.2%; further: strong numbers were not always called active
* hit, by the source's call; i = inactive; ? = inconclusive; · = not tested or not shown. No enrichment for hits. About 1.6% of those tested had a hit in this group.

SMILES | ER stress rescue | PhoP inhibition | M1AAP inhibition | Siah-1 displacement | XIAP antagonists | P. falciparum M17LAP | Yfh1-depleted yeast | human PMI inhibitors | West Nile antiviral
O=C(CC1(O)C(=O)N(C/C=C/c2ccccc2)c2ccccc21)c1ccccn1 (stereo unspecified) | -3.0% | -3% | 11% | -2% | -8.0% | 6% | i | 13% | -0.6%
CCc1ccc(C2NC(c3ccc(CC)cc3)C([N+](=O)[O-])C(C)(C)C2[N+](=O)[O-])cc1 (stereo unspecified) | 19% | -14% | 2% | -7% | -3.2% | 0% | i | 6% | -0.2%
O=C(NCc1cccnc1)c1cc(Cl)ccc1[N+](=O)[O-] | -1.3% | 5% | 1% | 2% | -3.8% | 21% | i | -11% | -1.3%
Cc1cc(=O)oc(C)c1C(=O)n1nc(C)c2c1C[C@@H]1[C@H]2C1(C)C | 1.2% | -7% | 7% | 6% | -14% | 3% | i | -3% | 0.2%
O=C(CCCSc1nnc(-c2cccs2)n1CC1CCCO1)c1ccccc1 (stereo unspecified) | 2.4% | 5% | 7% | -1% | -4.7% | -5% | i | 0% | -1.2%
CCOc1ccccc1-n1c(SCC(N)=O)nc2ccccc2c1=O | -1.2% | -3% | 2% | 2% | -1.3% | -7% | i | 0% | 0.5%
O=C(NC12CC3CC(CC(C3)C1)C2)N1CCC(n2nnc3ccccc32)CC1 | -0.5% | -5% | -4% | 0% | -1.2% | -4% | i | -3% | -0.6%
C/C(CCc1ccc2c(c1)OCO2)=N\N=C(/N)SC1CC(=O)N(c2ccccc2F)C1=O (stereo unspecified) | 0.7% | -4% | 0% | -10% | -6.6% | 6% | i | -2% | 0.0%
Cc1cccc(-c2nnc(SCC#N)n2C)c1 | 1.1% | -4% | 0% | -1% | -8.5% | 1% | i | 2% | -0.2%
O=C(CSc1nnc(Cn2c(=O)sc3ccccc32)n1CCc1ccccc1)N1CCCC1 | -0.6% | 2% | -5% | 9% | -5.9% | -1% | · | -11% | ·
COc1ccc(CSc2nc(N3CCOCC3)c3c(c2C#N)CC(C)(C)OC3)cc1 | 4.7% | -5% | 1% | -5% | -12% | -4% | i | 17% | 3.3%
COc1cccc(NC(=S)NNC(=O)C(C)n2nc(C)c([N+](=O)[O-])c2C)c1 (stereo unspecified) | -1.6% | 4% | 1% | 5% | 0.6% | 20% | i | -4% | 0.4%
CCC1(c2ccc(F)cc2)NC(=O)N(CC(=O)Nc2ccc(-c3nc4ccc(C)cc4s3)cc2)C1=O (stereo unspecified) | 0.2% | -27% | 13% | -9% | -4.3% | 1% | i | -8% | ?
Cc1c(C=O)c2ccccc2n1CC(=O)NC(C)c1ccccc1 (stereo unspecified) | 1.0% | 0% | 4% | 0% | 17% | -1% | i | 10% | -1.6%
CCCn1c(=O)[nH]c(=O)c2c1nc(-c1ccc(OC(F)(F)C(F)C(F)(F)F)cc1)n2CCOC (stereo unspecified) | -0.8% | 8% | 1% | -1% | -19% | -16% | i | -34% | -0.5%
CC1CCCN(c2ccc([N+](=O)[O-])s2)C1 (stereo unspecified) | 1.5% | 8% | 12% | -4% | 3.0% | 53% | i | 2% | -0.4%
N#Cc1ccccc1NC(=O)c1cc(=O)c2ccccc2o1 | · | -4% | 3% | 0% | 0.5% | -2% | i | -8% | -0.3%
COc1ccc(CNC(=O)CC2C(=O)NCCN2CC(C)(C)C)c(OC)c1 (stereo unspecified) | 0.0% | 5% | 0% | -5% | -1.5% | 8% | i | 20% | -0.2%
COc1ccc(-c2noc(CSc3nc(-c4ccccc4)cc(=O)[nH]3)n2)cc1OC | -4.5% | -11% | 3% | 6% | -39% | 15% | i | 20% | 0.2%
CCOC(=O)c1c(C)[n+]([O-])c2ccc3c(non3O)c12 | -0.4% | -4% | 13% | 9% | -4.6% | -19% | i | 11% | 0.3%
O=C(NCCN1CCOCC1)C1CCN(c2ncnc3c2sc2cccc(F)c23)CC1 | 0.5% | -2% | 8% | -3% | -0.1% | -7% | i | 16% | -0.6%
CN(Cc1cc([N+](=O)[O-])c2cccnc2c1O)C1CCCCC1 | -2.1% | 25% | 9% | -1% | 1.9% | 3% | i | 52%* | -1.1%
O=C(NN1C(=O)C2C3C=CC(C3)C2C1=O)c1ccco1 (stereo unspecified) | -2.1% | -4% | -4% | -1% | -2.7% | 13% | i | -17% | 0.0%
Cc1ccc2nc(NCC(N)=O)nc(-c3ccccc3)c2c1 | · | 0% | 12% | 3% | · | -5% | i | · | -1.4%
COc1cccc(/C=C2\SC(=O)N(CCC(=O)NNC(=O)c3cccc(Cl)c3)C2=O)c1 | -0.5% | -6% | -4% | 24% | -5.9% | -3% | i | -8% | -1.2%
Cc1cc(C)cc(N(CC(=O)NCCSCc2ccco2)S(C)(=O)=O)c1 | -1.2% | 3% | 3% | 2% | -8.4% | 11% | i | 10% | -0.6%
C/C(=N\NC(=O)CCCOc1ccc(Cl)cc1C)c1ccc(C)o1 | -1.7% | -1% | 7% | -8% | -3.2% | 19% | i | 12% | -1.6%
C/C(O)=c1/cnc2nc3ccccc3n2c1=O | 1.2% | -11% | 18% | -2% | -5.0% | 9% | i | -11% | 0.1%
CN(C1CCCCC1)S(=O)(=O)c1ccccc1 | -1.6% | 27% | -2% | 0% | 1.6% | 11% | i | 9% | 0.4%
Cc1ccc(-c2cc(-c3ccccc3)c3c(N)c(S(C)(=O)=O)sc3n2)cc1 | -0.1% | -26% | 14% | -4% | -5.1% | -9% | i | -44% | -0.1%
COc1ccccc1NS(=O)(=O)c1ccc(Cl)c(NC(=O)c2sc3cc(Cl)ccc3c2Cl)c1 | -0.3% | 5% | 2% | -1% | -3.8% | 1% | i | -2% | -0.2%
O=C(COc1cccc2ccccc12)Nc1nc2ccccc2[nH]1 | 4.9% | 4% | -16% | -3% | -5.5% | -7% | i | 9% | -0.2%
Cn1c(=O)c2c(ncn2CC(=O)N/N=C/C=C\c2ccccc2[N+](=O)[O-])n(C)c1=O | · | -8% | 11% | -2% | · | 6% | i | · | -0.1%
Cc1cccc(NC(=O)[C@H](Cc2ccccc2)NC(=O)OCc2ccccc2)c1 | -0.2% | 8% | -2% | 2% | -7.5% | 10% | i | 8% | -1.3%
COc1ccccc1NC(=O)N1CCCC1C(=O)NCc1ccccc1F (stereo unspecified) | -2.8% | -1% | 2% | -4% | -3.2% | 2% | i | -9% | 0.2%
NC(=O)c1ccc(-n2nnnc2Oc2ccc(Br)cc2)cc1 | -1.4% | -7% | 1% | -3% | -12% | -19% | i | 4% | 0.5%
O=C(Nc1ccccc1)Nc1cccc2ccccc12 | · | 12% | -2% | -2% | · | -7% | i | · | -0.9%
COc1ccc(NC(=O)c2oc3ccc(S(=O)(=O)N4CCOCC4)cc3c2C)cc1 | 0.5% | -2% | 2% | 2% | -4.1% | -1% | i | 9% | 0.0%
CCCCC(=O)Nc1ccc(NC(=O)c2cccs2)cn1 | · | 4% | 1% | · | · | -4% | i | · | 0.8%
O=c1cc(CO)oc(CN2CCN(Cc3ccccc3)CC2)c1O | 3.0% | 7% | 4% | 2% | -1.5% | 7% | i | 0% | 0.2%
O=C(CCCc1ccccc1)NCc1ccccc1 | 0.2% | -2% | 14% | 0% | -6.6% | 10% | i | -1% | -0.7%
COc1ccc(C)c2sc(=NC(=O)C(C)C)n(C)c12 | 0.0% | -6% | -1% | 7% | -4.5% | -1% | i | 1% | -0.2%
COc1ccc(CCNC(=O)c2nnn(-c3ccccc3OC)c2N)cc1OC | 4.8% | 14% | 2% | 0% | -4.6% | 15% | i | -8% | 0.8%
NC(=O)CC1(CC(=O)O)CCCCC1 | 5.8% | -8% | 7% | -4% | -6.8% | 6% | i | -9% | -0.3%
CCOc1cc(/C=N/n2cnnc2)ccc1OS(=O)(=O)c1ccc(C)cc1 | -1.0% | -1% | 3% | -1% | 1.0% | -2% | i | 4% | -0.5%
O=C(Nc1nc2ccc(S(=O)(=O)N3CCCC3)cc2s1)c1ccco1 | -0.5% | -18% | 11% | 4% | -2.8% | -8% | i | -3% | 0.1%
CCCCN1CCc2c([nH]c3ccccc23)C1=O | -1.1% | -2% | 9% | 1% | -4.7% | 3% | i | -3% | -0.2%
Cc1cccc(OCC(=O)NNC(=O)c2cc3ccccc3oc2=O)c1 | -1.8% | 8% | -7% | -3% | -27% | -4% | i | 15% | 1.0%
COc1ccc(OC)c(/C=N/NC(=O)c2cc[n+](Cc3ccccc3)cc2)c1 | -1.8% | 3% | 9% | -11% | -2.8% | 33% | i | 0% | 0.4%
O=C(Cn1ccc([N+](=O)[O-])n1)Nc1nccs1 | -1.3% | ? | -7% | 2% | 1.5% | 12% | i | -3% | 0.5%
Cc1ccc2nc(/C(C#N)=C\c3ccc(N4CCOCC4)o3)[nH]c2c1 | 2.7% | -13% | 8% | -1% | -15% | 15% | i | 60%* | 1.2%
CCOC(=O)/C(=C/C=C1\Sc2ccccc2N1CC)C(C)=O | 1.7% | -48% | 22% | 0% | -4.2% | 39% | i | 16% | -1.0%
C=CCCN(C(C(=O)OC)C(C)C)S(=O)(=O)c1ccccc1Br (stereo unspecified) | · | -1% | 6% | 5% | · | -2% | i | · | -0.5%
C=CCn1c(=NC(=O)c2ccc(S(=O)(=O)N3CCc4ccccc4C3)cc2)sc2cc(S(N)(=O)=O)ccc21 | -2.4% | -7% | 3% | 18% | 1.5% | -4% | i | 2% | -0.8%
Cc1ccc(SCCNC(=O)c2ccccc2)cc1 | -0.5% | -2% | 5% | 1% | -2.0% | 4% | i | 10% | -0.7%
CCOC(=O)CC(=O)CSc1nc(N)c(C#N)c(-c2ccc(Cl)cc2)c1C#N | -0.8% | -14% | 9% | 3% | -6.2% | 11% | i | 4% | 0.2%
NS(=O)(=O)c1ccc(N=C2C(=O)Nc3ccccc32)cc1 | · | -8% | 5% | 0% | · | 7% | i | · | 0.4%
COc1cc2c(cc1OC)/C(=C/c1ccc(Br)cc1)C(=O)OC2 | 3.2% | 7% | 0% | 0% | -5.0% | 7% | i | 7% | 0.0%
CCNC(=O)COc1cc(C)c(Br)c(C)c1 | 1.7% | 2% | 0% | 0% | -4.4% | -3% | i | -6% | -0.4%
Cc1cc(C)c2c(N=NN3CCOCC3)[nH]nc2n1 | -0.3% | -25% | 12% | 1% | -8.2% | 1% | i | -83% | 0.5%
COc1cccc(CN2CCN(CC(=O)Nc3ccccc3Cl)CC2)c1 | 3.2% | 4% | 10% | 0% | -1.4% | -5% | i | 8% | -0.2%

High-throughput results from PubChem.
